aSyn rescue = alpha-synuclein toxicity inhibition in yeast. Yeast expressing alpha-synuclein, growth rescue, BacTiter-Glo, 24 h. 370,000 compounds, 0.14% hits. Potency, µM (doses to about 46.1 µM), for inactives: top-dose growth rescue (activation), actives largely listed as activators; also: potency is read from the fitted curve at half-maximal effect; % of control where 0% means no effect; nearly all actives have a fitted effect of over 65% in size
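Rescue of yeast growth: cells expressing toxic alpha-synuclein, induced in galactose at OD600 0.02, incubated with compound 24 h at 30 C. ATP luminescence quantified growth; inhibitors of toxicity appear as activators.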
D3 ag = agonists of human D3 dopamine receptor; P35462; max activation, %; D3R DiscoveRx beta-arrestin cells, luminescence, 90 min; AID 652048; 410,000 compounds, 0.58% hits; in the data active = max activation above about 30%; also: 0% is about no effect; mostly tested at two doses, the higher about 12 µM
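Agonist-mode cell screen: cells plated at 1500/well and incubated overnight at 37 °C, then exposed to library compounds for 90 min at 37 °C. Detection reagent was added for 30–60 min at room temperature, and luminescence was read.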
GLP-1R inv ag = acts as inverse agonist at human GLP-1 receptor. P43220. HEK293 GLP-1R CRE-luciferase, luminescence, 24 h; GLP-1R form is constitutively active. Potency, µM (doses to about 38.3 µM), without a hit: top-dose activity change, negative = inhibition, hits mostly inhibitors. 410,000 compounds, 1.6% hits; also: potency is read from the fitted curve at half-maximal effect; % is scaled to controls: 0 for no effect and ±100 for the full control effect; nearly all actives have a fitted effect of over 55% in size
Target sequence (P43220 whole entry, looked up): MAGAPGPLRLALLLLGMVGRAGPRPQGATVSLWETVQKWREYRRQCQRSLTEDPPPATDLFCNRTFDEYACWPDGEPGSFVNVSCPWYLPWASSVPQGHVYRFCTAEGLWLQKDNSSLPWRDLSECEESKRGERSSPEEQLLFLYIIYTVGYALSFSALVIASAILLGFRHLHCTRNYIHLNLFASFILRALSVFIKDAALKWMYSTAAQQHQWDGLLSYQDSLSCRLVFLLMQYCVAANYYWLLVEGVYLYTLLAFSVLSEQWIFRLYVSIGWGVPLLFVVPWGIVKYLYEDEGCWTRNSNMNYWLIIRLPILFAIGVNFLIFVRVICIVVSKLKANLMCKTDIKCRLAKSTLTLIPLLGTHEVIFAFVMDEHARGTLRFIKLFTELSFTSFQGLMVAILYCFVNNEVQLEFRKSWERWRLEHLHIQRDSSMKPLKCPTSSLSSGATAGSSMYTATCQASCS
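Seeding at 200 cells/uL, 12 h culture, 24 hr compound treatment, then luciferase reagent and a luminescence read; cells are HEK293 stably expressing a constitutively active GLP-1R plus cAMP-responsive luciferase.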
KB-V1 cytotox = KB-V1 MDR subline cytotoxicity | KB-V1 MDR cells viability, CellTiter-Glo, 72 h | Potency, µM (top dose mostly 46.1 µM), inactives show at the highest dose activity change, negative = cytotoxicity, actives largely listed as cytotoxic | 400,000 compounds, 3.4% hits | AID 1347076; also: potency is read from the fitted curve at half-maximal effect; % is scaled to controls: 0 for no effect and ±100 for the full control effect; nearly all actives have a fitted effect of over 60% in size
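Potencies derive from concentration-effect curves fitted to normalized luminescence (CellTiter-Glo) of KB-V1 cells treated for 72 h at 37 degrees C in phenol-red-free DMEM containing 10% FBS.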
GLP-1R agonist = agonists of human GLP-1 receptor; P43220; HEK293 GLP-1R CRE-luciferase, luminescence, 4-6 h; cells express a hypersensitive GLP-1R form; Potency, µM (series often up to 45.6 µM), for the others: top-dose activation, most hits filed as activators; 380,000 compounds, 0.007% hits; also: potency is read from the fitted curve at half-maximal effect; % of control where 0% means no effect
D3 antag = antagonists of human D3 dopamine receptor; P35462; D3R cells, DiscoveRx beta-arrestin luminescence, antagonist mode; active compounds read low; max response, negative = inhibition, %; 360,000 compounds, 2.5% hits; AID 652054; in the data active = max response below about -50%; inconclusive = no clear call, values can overlap the other calls; also: % is scaled to controls: 0 for no effect and ±100 for the full control effect; mostly tested at two doses, the higher about 12 µM
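Cells expressing the human receptor were seeded at 1500 cells/well, incubated overnight at 37 degrees C in 5% CO2, then exposed to library compounds with dopamine controls for 90 minutes at 37 degrees C before luminescent detection.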
PTHR1 agonist = activates the human parathyroid hormone receptor PTHR1. Q03431. HEK293 GP2 PTHR1 cells, GloSensor cAMP luminescence, 1 h. Potency, µM (series often up to 115 µM), for the others: at the highest dose activation, most hits filed as activators. 410,000 compounds, 0.075% hits. AID 743266; also: potency is read from the fitted curve at half-maximal effect; nearly all actives have a fitted effect of over 55% in size; some results filed as inactive show a strong effect at the top dose; inactives centre near -15; many of its hits are not listed in these tables
Target sequence (Q03431 whole entry, looked up): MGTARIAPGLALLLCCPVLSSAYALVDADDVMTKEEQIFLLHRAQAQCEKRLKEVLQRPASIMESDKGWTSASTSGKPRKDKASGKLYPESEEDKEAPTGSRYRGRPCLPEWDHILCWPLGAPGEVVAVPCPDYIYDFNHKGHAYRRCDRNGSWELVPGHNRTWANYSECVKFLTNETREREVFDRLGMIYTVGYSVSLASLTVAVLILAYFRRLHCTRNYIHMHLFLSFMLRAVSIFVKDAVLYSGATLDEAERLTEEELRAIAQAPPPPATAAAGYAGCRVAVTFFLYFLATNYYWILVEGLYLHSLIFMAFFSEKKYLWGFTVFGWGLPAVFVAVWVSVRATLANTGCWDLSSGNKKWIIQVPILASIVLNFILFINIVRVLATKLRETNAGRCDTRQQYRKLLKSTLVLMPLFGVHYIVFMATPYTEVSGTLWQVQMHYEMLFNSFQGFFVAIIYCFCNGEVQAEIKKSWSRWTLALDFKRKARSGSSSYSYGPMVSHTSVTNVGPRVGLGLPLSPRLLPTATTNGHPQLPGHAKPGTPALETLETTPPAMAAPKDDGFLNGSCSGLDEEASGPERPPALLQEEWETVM
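HEK-293-derived GP2 cells expressing PTHR1 and a GloSensor cAMP reporter, 3,000/well, plated overnight, given luciferin plus IBMX (each 0.5 mM as added) for 1 h at 37 °C, then compound for 1 h at 37 °C. Luminescence was read after 15 min at room temperature.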
TDP43 rescue = rescues yeast growth from TDP-43 toxicity; TDP-43 expressing yeast growth rescue, BacTiter-Glo, 24 h; Potency, µM (top dose mostly 46.1 µM), inactives show top-dose growth rescue (activation), most hits filed as activators; 410,000 compounds, 1.8% hits; also: potency is read from the fitted curve at half-maximal effect; % of control where 0% means no effect; nearly all actives have a fitted effect of over 50% in size
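In this qHTS, compounds that restore growth of yeast expressing TDP-43 appear as activators. Cells (OD600=0.02, galactose medium, raffinose-pregrown) are incubated with compound 24 hr at 30 deg C and growth is quantified by BacTiter-Glo.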
GLP1R cytotox = cytotoxicity in counter-screen for GLP-1R inverse agonists. 410,000 compounds, 0.13% hits. Potency, µM (titrated, usually from 38.3 µM), inactives show at the highest dose activity change, negative = inhibition, usual class: inhibitors. HEK293 cAMP-luciferase reporter cells, luminescence, 24 h. AID 624418;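 also: loss of luciferase light is scored as toxicity; potency is read from the fitted curve at half-maximal effect; % is scaled to controls: 0 for no effect and ±100 for the full control effect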
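To flag toxic compounds, the library was rerun on cells for 24 hr at 37 deg C and 5% CO2. Viability-linked luminescence was captured 12 min after adding luciferase detection reagent.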
The depositor's hits bear a star; i = inactive; ? = inconclusive; / = not tested or not shown; [ ] = dose if it differs, or a comment. Unless noted, calls follow the shape of the dose curve; as a rule, active = well fitted curve in the direction sought with a large enough effect; inconclusive = small, poorly fitted or top-dose-only effect, or another doubt; inactive = no such curve, though single readings can be large; an effect the other way counts as inactive or inconclusive. Some of the compounds tested; the hit share may differ from the screen's.

The line under a structure holds: aSyn rescue	D3 ag	GLP-1R inv ag	KB-V1 cytotox	GLP-1R agonist	D3 antag	PTHR1 agonist	TDP43 rescue	GLP1R cytotox
1: COc1ccc(C(=O)N2CCC(CCC(=O)Nc3cccc(C)c3)CC2)cc1
→ -2.4%	-7.8	-17.4%	/	1.2%	2.8	-36.9%[inhibitor]	3.4%	14.5%
2: O=C(NCC1CC1)c1onc(CSc2nc3ccccc3[nH]2)c1C(=O)NCC1CC1
→ -10.9%	0.5	?	12.3%	-5.3%	-7.8	-10.4%	2.0%	0.0%
3: Cc1ccc(S(=O)(=O)N2CCOCC2)cc1C(=O)Nc1cccc(C(=O)NC2CC2)c1
→ -8.0%	8.9	8.4%	?	-1.2%	18.4	-6.1%	-7.0%	0.9%
4: COc1cccc2cc(C(=O)N(Cc3cccs3)CC3CCCO3)c(=O)oc12 (stereo not given)
→ -1.0%	7.3	5.3%	-0.9%	-5.7%	-2.3	i	6.1%	5.6%
5: CCC(C)C(N)C1=NC(C(=O)N[C@@H](CC(C)C)C(=O)N[C@H](CCC(=O)[O-])C(=O)N[C@H](C(=O)N[C@H]2CCCCNC(=O)[C@H](CC(N)=O)NC(=O)[C@@H](CC(=O)[O-])NC(=O)[C@H](Cc3cnc[nH]3)NC(=O)[C@@H](Cc3ccccc3)NC(=O)[C@H]([C@@H](C)CC)NC(=O)[C@@H](CCCN)NC2=O)[C@@H](C)CC)CS1.[Zn+2] (stereo not given in full)
→ 2.5%	19.7	-12.4%	-4.7%	-0.7%	4.7	-9.4%	?	-14.8%
6: O=C1NCCCc2nc(Oc3ccccc3)sc21
→ -1.8%	3.7	8.3%	-2.9%	-3.3%	13.4	-1.0%[57.5 µM]	3.3%	-1.0%
7: CN1CCc2nc(NC(=O)c3cccc(OC(F)F)c3)sc2C1
→ -2.9%	-4.6	-31.1%	-10.0%	7.2%	7.3	-39.9%[inhibitor][57.5 µM]	2.5%	13.9%
8: CCCS(=O)(=O)N1CC(=O)N(c2ccc(Cl)cc2C)C(C)(C(=O)NC2CCCC2)C1 (stereo not given)
→ /	-10.6	15.5%	1.6%	/	/	?	-7.5%	3.2%
9: COC(=O)C1C(c2ccccc2)NC(=O)NC1(O)C(F)(F)Cl (stereo not given)
→ 1.2%	19.3	2.6%	5.6%	8.4%	13.0	i	-8.0%[1.82 µM]	-15.3%
10: CCc1ccc(N(C(=O)CCC(=O)Nc2cc(C)on2)C(C(=O)NC2CCCC2)c2ccco2)cc1 (stereo not given)
→ 0.0%	1.1	?	-2.4%	0.3%	-12.7	-19.1%	7.2%	-17.1%
11: CN(CC1COc2ccccc2O1)C(=O)c1ccc(N(C)C)cc1 (stereo not given)
→ 0.8%	-1.1	4.3%	-21.5%	19.2%	0.2	-11.9%	21.8%	0.5%
12: C/C(CS(=O)(=O)c1ccc(Cl)cc1)=N/NC(N)=S
→ 1.8%	-11.5	16.7%	-15.1%	1.8%	-2.8	i	-14.1%[0.397 µM]	-27.4%
13: CCc1nn2c(=O)cc(COC(=O)CNC(=O)c3ccccc3)nc2s1
→ /	-3.5	6.6%	1.8%	/	/	i	-18.7%	4.5%
14: O=C(NCc1ccccn1)c1cc(-c2ccc(-c3ccccc3)cc2)nc2ccccc12
→ -4.3%	10.5	2µM*	-12.1%	3.1%	69.7	-34.7%[inhibitor]	?	-8.0%
15: CNC(=O)COc1ccc(S(=O)(=O)N2CCCC2)cc1
→ 5.7%	-3.7	6.5%	-5.1%	4.0%	22.0	i	8.9%	3.6%
16: CC(C)c1ccc(OCC(=O)N(Cc2ccccc2)c2ccccn2)cc1
→ 7.2%	-2.4	?	?	15.3%	-18.1	-39.7%[inhibitor]	5.3%	3.5%
17: O=C(CN1CC[n+]2c(-c3cccs3)csc21)c1ccc(-c2ccccc2)cc1
→ -11.2%	0.2	-5.8%[0.307 µM]	?	-22.0%	11.3	-41.3%[inhibitor]	3.55µM*	-2.3%[0.307 µM]
18: COc1ccc(S(=O)(=O)N2CCC(C(=O)NC3(C)CCS(=O)(=O)C3)CC2)cc1OC (stereo not given)
→ 5.7%	-8.6	4.7%	?	3.8%	4.9	i	23.4%	2.2%
19: COC(=O)c1ccccc1Oc1cnc2ccccc2n1
→ 15.1%	8.2	-13.1%	-1.5%	10.1%	-1.0	-11.0%	11.5%	14.7%
20: CC(=O)c1cccc(N(C(=O)CNC(=O)c2ccco2)C(C(=O)NCc2ccco2)c2ccccc2)c1 (stereo not given)
→ ?	3.0	-3.6%	-7.8%	-6.3%	12.0	i	3.6%	0.1%

Given with each value named: 2 of the compounds above.
16. CC(C)c1ccc(OCC(=O)N(Cc2ccccc2)c2ccccn2)cc1
  aSyn rescue: 7.2%	D3 ag: -2.4	GLP-1R inv ag: ?	KB-V1 cytotox: ?	GLP-1R agonist: 15.3%	D3 antag: -18.1	PTHR1 agonist: -39.7%[inhibitor]	TDP43 rescue: 5.3%	GLP1R cytotox: 3.5%
17. O=C(CN1CC[n+]2c(-c3cccs3)csc21)c1ccc(-c2ccccc2)cc1
  aSyn rescue: -11.2%	D3 ag: 0.2	GLP-1R inv ag: -5.8%[0.307 µM]	KB-V1 cytotox: ?	GLP-1R agonist: -22.0%	D3 antag: 11.3	PTHR1 agonist: -41.3%[inhibitor]	TDP43 rescue: 3.55µM*	GLP1R cytotox: -2.3%[0.307 µM]

Other structures:
The line under a structure holds: aSyn rescue	D3 ag	GLP-1R inv ag	KB-V1 cytotox	GLP-1R agonist	D3 antag	PTHR1 agonist	TDP43 rescue	GLP1R cytotox
21: O=C(CCCOc1ccccc1)NN1C(=O)NC2(CCCCC2)C1=O
→ 9.0%	1.6	-17.2%	-6.2%	5.2%	-6.0	-22.9%	6.2%	-15.0%
22: COc1cc(NC(=O)Cc2ccccc2OC)cc(OC)c1
→ 1.1%	2.5	1.4%	0.0%	-2.4%	-3.8	i	16.1%	2.1%
23: CC(=O)Nc1sc(C)c(C)c1C(=O)OCC(=O)Nc1ccccc1
→ -9.6%	-7.4	?	-16.7%	3.3%	?	-1.4%	11.6%	-6.3%
24: Cc1cccc(NC(=O)CN2C(=O)NC3(CCCCCCC3)C2=O)c1C
→ -2.4%	-5.1	?	-11.3%	-6.7%	0.0	i	0.0%	1.8%
25: C=CC(=O)Nc1cccc(Oc2ccnc(Nc3ccc(N4CCN(C)CC4)cc3)n2)c1
→ -7.4%	-23.8	?	-34.4%	-3.0%	-7.6	i	1.1%	?
26: COc1cc(S(=O)(=O)NCc2ccc3c(c2)OCO3)ccc1F
→ 11.2%	5.8	10.6%	-6.9%	10.9%	5.1	-17.4%	?	-15.5%
27: COc1ccc(OCC(O)CNCCOc2ccccc2OC)c(C(C)(C)C)c1 (stereo not given)
→ -7.8%	-3.7	12.6µM*	-3.0%	-1.4%	-80.7*	-15.9%	2.2%	1.0%
28: C=CCOC(=O)CCC(=O)Nc1cccc2ccccc12
→ -7.5%	-0.6	0.0%	?	-13.8%	-1.2	i	21.3%	-0.8%
29: O=C(Nc1nc(-c2cccs2)cs1)c1ccc(S(=O)(=O)N2CCCC2)cc1
→ -0.9%	11.1	?	?	-6.1%	15.0	-25.1%[57.5 µM]	-26.2%	10.0%
30: COc1ccc(-c2c(C)nc(N)nc2-c2ccc(OCc3ccc(C)cc3)cc2O)cc1OC
→ 0.9%	4.6	5.4%	2.31µM*	-5.9%	-2.4	i	7.6%	77.2%[activator]
31: CC(C)(C)OC(=O)N1CCC(CC2CC(c3ccccc3)=NO2)(C(=O)NCc2ccccc2)CC1 (stereo not given)
→ -0.6%	0.6	?	-11.1%	-4.2%	-8.9	i	11.1%	-22.1%
32: O=C(COc1cccc2ccccc12)N/N=C/c1ccncc1
→ -2.4%	20.1	-10.0%	0.6%	11.5%	7.4	-2.9%	-13.4%[9.22 µM]	0.1%
33: CCN1CCN(C(c2ccc(SC)cc2)c2c(O)cc(C)n(Cc3ccco3)c2=O)CC1 (stereo not given)
→ /	-9.4	?	12.1%	/	/	i	-2.8%	2.7%
34: Cc1ccc(CNC(=O)c2ccc(S(=O)(=O)N(C)C)cc2)n1C
→ -0.3%	5.8	3.1%	?	-1.0%	0.1	i	-18.4%	7.5%
35: O=C(NNC(=O)C12CC3CC(CC(O)(C3)C1)C2)c1ccccc1O
→ -3.6%	0.7	-1.2%	-14.3%	-1.5%	-5.1	i	-0.1%	4.7%
36: CCCc1cc(Nc2ccccc2C)n2ncnc2n1
→ 2.0%	0.9	41.2%[activator]	-5.7%	5.9%	10.4	i	16.0%	4.5%
37: Cc1ccccc1C(=O)N1CCN(c2ccc(NC(=O)c3cccc(OC(C)C)c3)cc2)CC1
→ -5.2%	-2.5	11.5%	/	1.9%	10.5	-61.5%	3.3%	-10.6%
38: CN1CCCC(C(=O)Nc2cccc(Cl)c2)CC1 (stereo not given)
→ -0.1%	-16.8	-14.5%	3.6%	-6.2%	19.5	-24.6%	22.9%	-10.2%
39: O=C1CCCN1c1ccc(S(=O)(=O)N2CCC(c3ccccc3)CC2)cc1
→ 2.4%	0.8	26.4%	2.59µM*	9.6%	3.7	-23.4%	-23.2%	1.9%
40: COc1ccc(C2CC(=O)CC(=O)C2n2cncn2)cc1 (stereo not given)
→ -10.8%	0.2	0.0%	-4.1%	-2.4%	-18.9	i	22.8%	-9.0%

From PubChem BioAssay
